AID inh – inhibitors of human activation induced cytidine deaminase. Q9GZX7. AID deamination FRET fluorescence, UDG-coupled, 4 h. Potency, µM (titrated, usually from 115 µM), inactives show top-dose activity change, negative = inhibition, most hits filed as inhibitors. 0.32% of 91,000 active. AID 1347428; note: nearly all actives have a fitted effect of over 25% in size
Target sequence (Q9GZX7 whole entry, looked up): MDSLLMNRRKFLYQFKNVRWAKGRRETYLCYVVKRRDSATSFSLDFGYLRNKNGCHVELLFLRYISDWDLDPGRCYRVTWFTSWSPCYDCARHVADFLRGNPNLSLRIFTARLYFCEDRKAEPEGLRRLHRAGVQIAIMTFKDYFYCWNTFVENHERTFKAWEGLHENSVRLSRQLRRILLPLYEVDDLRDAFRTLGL
UDG counterscr – UDG inhibition counter-screen; FRET deamination/UDG coupled assay, UDG read, 4 h; Potency, µM (doses to about 115 µM), without a hit: at the top dose activity change, negative = inhibition, hits mostly inhibitors; 0.14% of 91,000 active; note: nearly all actives have a fitted effect of over 65% in size
Starred values were filed as active, the others as inactive; ? = inconclusive; [ ] = another dose, or the depositor's remark. Calls come from the whole dose curve; as a rule, active = well fitted curve in the direction sought with a large enough effect; inconclusive = small, poorly fitted or top-dose-only effect, or another doubt; inactive = no such curve, though single readings can be large; an effect the other way counts as inactive or inconclusive. % is set by controls: 0 for no effect and ±100 for the full control effect; potency is the fitted concentration of half-maximal effect.

Every second line gives: AID inh, UDG counterscr
1) COc1cccc(CNC(=O)c2cc3cccc4c3n2CC(C)S4)c1OC (stereo not drawn)
  -28.1%, 46.7%[activator]
2) C=C1CCC2C(C)(C)CCCC2(C)C1CC/C(C)=C\CC/C(C)=N/NC(N)=O (stereo not drawn)
  -8.4%, -3.7%
3) COc1ccc(C(C)=O)cc1CC(=O)NC(c1ccccc1)c1ccc(C)cc1 (stereo not drawn)
  -3.3%, -1.9%
4) CC(C)Oc1ccc(C(=O)N2CCN(c3nc4c(F)cc(F)cc4s3)CC2)cc1
  -1.4%, -16.1%
5) O=C(NCC(=O)N(Cc1ccsc1)C1CC1)c1ccccc1
  -1.2%, 8.2%
6) O=C1Nc2ccccc2Oc2cc(Oc3ccccc3)ccc21
  15.1%, -0.5%
7) CCOC(=O)c1c(C)n(-c2ccccc2)c2ccc(OC(=O)c3c(F)cccc3F)cc12
  -5.4%, -16.9%
8) CCOc1ccc(NC(=O)Cn2c(C)cc(=O)n3nc(-c4cccs4)nc23)cc1
  2.5%, -6.8%
9) CCCCNC(=O)c1ccc2c(c1)NC(=O)C(CS(=O)(=O)Cc1ccc(C)cc1)N2 (stereo not drawn)
  12.4%, 8.4%
10) CN(Cc1ccc(C(F)(F)F)cc1)C(=O)CCn1cnc2c1c(=O)n(C)c(=O)n2C
  -7.6%, -0.3%
11) CCOc1cc(CNc2nn[nH]n2)ccc1OCc1ccccc1Cl
  -4.7%, 5.5%
12) FC(F)(F)c1ccc(SCc2nc3ccccc3s2)nc1
  -13.7%, -2.7%
13) O=C(NCCc1csc(-c2ccc(F)cc2)n1)c1cccc(F)c1
  -20.7%, -12.2%
14) C=CCn1c(Sc2ncccn2)nc2c1c(=O)[nH]c(=O)n2C
  7.9%, 1.9%
15) CCC(CC)COC(=O)C(C#N)c1nc2ccccc2nc1N1CCN(C)CC1 (stereo not drawn)
  -0.4%, 2.9%
16) Cc1ccc(C(C)C)c(OCC(=O)N2CCC(c3nc4ccccc4o3)CC2)c1
  39.8µM*, -3.7%[57.5 µM]
17) NC(N)=Nc1nc(-c2ccc3ccccc3c2)cs1
  3.0%, -1.3%
18) COc1ccc(-c2nc(SCC(=O)NCC3CCCO3)c(-c3ccc(C)cc3)[nH]2)cc1OC (stereo not drawn)
  ?, -8.1%
19) O=C(CC12CC3CC(CC(O)(C3)C1)C2)Nc1ccc2c(c1)Cc1ccccc1-2
  -6.3%, -4.6%
20) Nc1nccnc1C(=O)NCc1ccncc1
  -2.2%, 0.7%
21) Nc1cccc(OCC2CCCO2)c1 (stereo not drawn)
  42.1%[activator], -1.1%
22) O=C(Nc1ccc(F)cc1)c1ccc[n+]([O-])c1
  -5.6%, 6.1%
23) N#Cc1ccc(COC(=O)C2(c3ccccc3)CCCC2)cc1
  -15.9%, -4.1%
24) COc1ccc(NS(=O)(=O)c2ccc3c(c2)[C@H]2C=CC[C@H]2[C@@H](c2ccc(C(=O)O)cc2)N3)cc1
  -20.3%, 7.9%
25) Clc1ccc(-c2csc(NC3CC3)n2)cc1Cl
  -14.3%, -2.6%
26) Cc1ccccc1C(=O)c1ccccc1
  -3.8%, 9.0%
27) Cc1cccc(-c2nnn3c2nc(NCCc2ccc(S(N)(=O)=O)cc2)c2ccccc23)c1
  5.9%, 7.1%
28) CCOc1ccccc1-n1nnc(-c2nsc(NC(=O)c3ccc(C)cc3)n2)c1C
  -22.3%, 21.2%
29) CCOC(=O)NCc1ccc(Cl)cc1
  -4.0%, -1.7%
30) Cc1cccc(CS(=O)(=O)CC2Nc3ccc(C(=O)NCc4ccccc4)cc3NC2=O)c1 (stereo not drawn)
  19.6%, -8.8%
31) COc1ccc(N2CCN(C(=O)c3cnn(-c4ccc(OC)cc4)c3C3CCN(C(=O)OC(C)(C)C)CC3)CC2)cc1
  -24.3%, 15.4%
32) CCC(CC)C(=O)Nc1sc2c(c1C#N)CCC(C)C2 (stereo not drawn)
  3.5%, 1.8%
33) COc1ccc(CNC(=O)c2ccc3c(c2)N(Cc2ccccc2)CCS3)cc1
  -11.8%, -0.6%
34) O=C(NCc1ccc(F)cc1)c1ccc[n+]([O-])c1
  5.9%, 7.2%
35) Cc1cccc(NC(=O)C2CCCN(S(=O)(=O)c3cccc4nonc34)C2)c1 (stereo not drawn)
  20.7%, -1.2%
36) CNC(=O)NC(=O)Cn1c(=O)c2c(ncn2CCC(C)C)n(Cc2ccccc2)c1=O
  -2.9%, -10.1%
37) Cc1ccccc1NC(=O)CCc1c(C)nn(-c2ccc(N3CCCCC3)nn2)c1C
  9.0%, -0.5%[57.5 µM]
38) Cc1cc(C)cc(NC(=O)CC2CC3CCC2C3)c1 (stereo not drawn)
  -5.5%, -8.0%
39) CCc1ccc(C2=CC(c3cccc(OC)c3OC)n3c(nc4ccccc43)N2)cc1 (stereo not drawn)
  8.2%, 10.1%
40) Cc1cccc(CCNC(=O)c2sc3nc4n(c(=O)c3c2C)CCCC4)c1
  ?, -17.1%
41) Cc1ccc2nc(NCc3ccccc3Cl)c3nnnn3c2c1
  38.2%[activator], 4.7%
42) CCCN(CCC)S(=O)(=O)N1CC=C(c2c(OC)cc(OC)cc2OC)CC1
  0.2%, 2.2%
43) O=C(Cn1ccn(-c2cccc(Cl)c2)c(=O)c1=O)c1ccc(F)cc1
  5.9%, -1.6%[57.5 µM]
44) CCOC(=O)CC(N)c1cc(OC)cc(OC)c1 (stereo not drawn)
  -1.2%, 2.2%
45) COc1ccccc1CN1C(=O)CN(C2CCCCCC2)C(=O)C1c1ccc(F)cc1 (stereo not drawn)
  -29.2%, -9.1%[57.5 µM]
46) COc1ccc(-c2[nH]c(-c3ccccc3)nc2SCC(=O)NC2CCCC2)cc1
  -21.2%, -25.5%
47) COc1cccc(CNC(=O)CCc2nc(-c3ccc(C)cc3)no2)c1
  -3.1%, -15.4%
48) CCOc1ccccc1NC(=O)Cn1c(=O)n(-c2ccccc2)c(=O)c2c1c1cc(C)ccc1n2C
  17.2%, 5.0%
49) COC(=O)c1scc(-c2ccc(C)cc2)c1S(=O)(=O)N1CCN(c2cccc(Cl)c2)CC1
  -13.0%, ?
50) COc1ccc(NC(=O)CCCS(=O)(=O)c2nc(-c3ccccc3OC)cc(C(F)(F)F)n2)c(OC)c1
  14.8%, -2.7%
51) CCOc1ccc(NC(=O)CSC2=Nc3ccccc3C3=NC(CC(=O)NCc4cccs4)C(=O)N23)cc1 (stereo not drawn)
  ?, 24.3%
52) CCN(CC)S(=O)(=O)c1cc(NS(=O)(=O)c2ccc3ccccc3c2)ccc1C
  -11.8%, -5.5%
53) Cc1ccc(C(=O)c2cn(Cc3ccccc3)c3nc(C)ccc3c2=O)cc1
  ?, -10.9%
54) COCCn1c(SCC(=O)Nc2ccc(C)cc2Br)nc2ccsc2c1=O
  -0.7%, -9.9%
55) COc1ccc(C(=O)/C=C/c2ccc(C#N)cc2)cc1F
  -10.2%, 0.3%
56) Fc1ccc(-c2[nH]ncc2CNCc2cccs2)cc1
  -1.5%, -5.2%
57) Cc1ccc(N2C(=O)NC(NS(=O)(=O)c3ccc(Cl)cc3)(C(F)(F)F)C2=O)cc1C (stereo not drawn)
  1.3%, -13.4%
58) O=C(CSc1c2c(nc3ccc(Cl)cc13)CCCC2)Nc1nc2ccccc2s1
  -15.6%, -3.3%
59) COc1ccc(CCNC(=O)c2cnc3sc(N4CCCCC4)nn3c2=O)cc1OC
  -1.3%, -7.4%
60) Cc1ccc(CNc2ncnc3c2nnn3C)cc1
  3.5%, -0.9%

Next part:
Every second line gives: AID inh, UDG counterscr
61) O=C(NNC(=S)Nc1ccccc1)c1ccccc1Br
  -8.8%, 7.5%
62) CCOc1ccc(C(=O)OCC(=O)NCC(F)(F)F)cc1
  -10.8%, -13.2%
63) COc1ccccc1NC(c1ccc(Cl)cc1)c1nnc(-c2cccc(F)c2)o1 (stereo not drawn)
  2.9%, -3.3%
64) Cc1ccc(S(=O)(=O)c2cnc(SC(C)C(=O)Nc3ccccc3)[nH]c2=O)cc1 (stereo not drawn)
  -12.3%, 7.6%
65) Cc1sc(-c2ccccc2)nc1-c1ccccc1
  -8.8%, -1.2%
66) C(#CCN1CCCCC1)COC(c1ccccc1)c1ccccc1
  -6.9%, -3.8%
67) COC(=O)CC(NC(=O)Cc1ccc(OC)cc1OC)c1cccs1 (stereo not drawn)
  -5.9%, -10.0%
68) CC(C)=CC(=O)CC(O)(c1ccccc1)c1ccccc1
  2.6%, 1.8%
69) Cc1ccc(C(=O)C(C)OC(=O)C23CC4CC(CC(C4)C2)C3)cc1 (stereo not drawn)
  -6.6%, -2.9%
70) O=C(Nc1ccc(C(F)(F)F)cc1)C1CCCN(S(=O)(=O)c2cccc3cccnc23)C1 (stereo not drawn)
  -6.8%, -4.6%
71) Cc1ncc(-c2ccc(S(=O)(=O)Nc3ccccc3C)cc2)o1
  -1.4%, -2.9%
72) COc1ccccc1COCC(O)CN(CC(O)COCc1ccccc1OC)C12CC3CC(CC(C3)C1)C2 (stereo not drawn)
  -20.5%, -18.5%
73) COc1ccc(-c2cc(C(=O)Nc3sc4c(c3C(N)=O)CCC(C)C4)no2)cc1 (stereo not drawn)
  14.4%, 57.8%[activator]
74) O=Cc1ccc(OCc2ccc(Cl)cc2)c(Br)c1
  -2.5%, -0.8%
75) Cc1ccccc1C(=O)Nc1cc2c(cc1N1CCCCC1)n(C)c(=O)n2C
  4.8%, -26.0%

Some of the entries so far, in transposed form:
(15) CCC(CC)COC(=O)C(C#N)c1nc2ccccc2nc1N1CCN(C)CC1 (stereo not drawn)
(48) CCOc1ccccc1NC(=O)Cn1c(=O)n(-c2ccccc2)c(=O)c2c1c1cc(C)ccc1n2C
screen / no.	15	48
AID inh	-0.4%	17.2%
UDG counterscr	2.9%	5.0%

(continued)
Every second line gives: AID inh, UDG counterscr
76) Cc1cc(Cl)ccc1NC(=O)CCn1nc(C)c2c(C)n(-c3ccccc3)nc2c1=O
  16.0%, -6.6%
77) COc1cccc(C(=O)Nc2nc(-c3ccc(Br)cc3)ns2)c1
  9.6%, -5.6%[57.5 µM]
78) CCC(=O)N1CCc2cc(Br)cc(S(=O)(=O)CCC(=O)Nc3ccc(Cl)cc3)c21
  4.2%, -8.4%
79) Cc1ccc(NS(=O)(=O)c2ccc3oc(=O)ccc3c2)c(C)c1
  -3.9%, 3.5%
80) COc1ccc(S(=O)(=O)N2CCN(CCNC(=O)COc3ccc(C(C)C)cc3)CC2)cc1
  -20.8%, -10.3%
81) FC(F)(F)c1cccc(N/N=C/c2ccc(Br)cc2)c1
  -21.5%, -14.8%
82) Cn1cc(-c2cc3n(n2)CCC(=O)N3CCCC(=O)NCc2ccc(Cl)cc2)c2ccccc21
  20.1%, -21.4%
83) Cc1ccc2c(Sc3ccccc3)c(C(=O)NCc3ccccc3F)[nH]c2c1
  11.7%, 1.6%
84) Cc1ccsc1/C=C1\Oc2cc(OC(=O)c3ccco3)ccc2C1=O
  ?, 5.9%
85) Cc1cc(C)c2sc(N(Cc3cccnc3)C(=O)CCS(=O)(=O)c3ccccc3)nc2c1
  1.3%, 6.2%
86) COc1ccc(C(=O)CN2CCN(S(=O)(=O)c3ccc(C(C)C)cc3)CC2)cc1
  30.0%[activator], -13.5%
87) CCc1cccc(C)c1Nc1c(-c2cccc(O)c2)nc2sccn12
  9.7%, -7.0%
88) O=C(c1ccoc1)N(Cc1cccs1)C1CC1
  5.9%, -2.6%
89) Nc1cccc(C(=O)O)c1[N+](=O)[O-]
  -2.7%, 0.0%
90) COc1cc(C)cc2oc(=O)c(CC(=O)Nc3ccc4c(c3)OCO4)c(C)c12
  10.7%, 10.1%
91) CCCn1c(=O)n(-c2ccccc2Cl)c(=O)c2sc3ccccc3c21
  -5.8%, -1.2%
92) CCOc1ccc(NC(=O)CSc2oc(-c3ccccc3)nc2S(=O)(=O)c2ccc(Cl)cc2)cc1
  -8.0%, -6.0%
93) Cc1c(-c2ccccc2)c(=O)oc2ccc(OS(=O)(=O)c3ccc(Cl)cc3)cc12
  21.5%, 4.6%
94) Cc1ccc(-c2csc(Nc3ccc(N(C)C)cc3)n2)cc1
  17.0%, 5.9%
95) CC(C)NC(=O)NC1=C(C#N)C(C)(C)Cc2ccccc21
  3.1%, -5.5%
96) COc1ccccc1N(C)S(=O)(=O)c1ccc(C(=O)Nc2c(C)cccc2C(C)C)cc1
  -5.6%, -2.3%
97) N#C/C(=C/c1cccc(F)c1)c1ccc(Cl)cc1Cl
  -1.8%, 8.7%
98) COc1ccc2oc(C(=O)NC3=NCCS3)c(C)c2c1
  1.8%, -4.1%
99) COc1ccccc1CNC(=O)C1CCN(c2nc3ccc(Cl)cc3[nH]2)CC1
  3.6%, -13.6%
100) COc1ccc(NS(=O)(=O)c2ccc(N/N=C/c3ccsc3)c([N+](=O)[O-])c2)cc1
  -7.8%, -11.4%
101) CCOc1ccc(S(=O)(=O)N(CC(=O)Nc2ccc(OC)cc2OC)c2ccccc2)cc1
  34.7%[activator], -2.4%
102) C=CCNC(=O)C(=O)c1c(-c2ccccc2)[nH]c2ccccc12
  -4.4%, -0.1%
103) O=C(Cn1c(=O)nc(-c2ccccc2)c2ccccc21)Nc1ccc(Cl)cc1F
  -22.8%, -14.0%
104) Cc1ccc(Nc2nc3nonc3nc2Nc2cccc(C(F)(F)F)c2)cc1Cl
  ?, -8.6%[57.5 µM]

In the list so far, six have a cyano group.
Every second line gives: AID inh, UDG counterscr
15) CCC(CC)COC(=O)C(C#N)c1nc2ccccc2nc1N1CCN(C)CC1 (stereo not drawn)
  -0.4%, 2.9%
23) N#Cc1ccc(COC(=O)C2(c3ccccc3)CCCC2)cc1
  -15.9%, -4.1%
32) CCC(CC)C(=O)Nc1sc2c(c1C#N)CCC(C)C2 (stereo not drawn)
  3.5%, 1.8%
55) COc1ccc(C(=O)/C=C/c2ccc(C#N)cc2)cc1F
  -10.2%, 0.3%
95) CC(C)NC(=O)NC1=C(C#N)C(C)(C)Cc2ccccc21
  3.1%, -5.5%
97) N#C/C(=C/c1cccc(F)c1)c1ccc(Cl)cc1Cl
  -1.8%, 8.7%

Source: PubChem

Not all compounds are listed (hit frequency here may not be typical).
